Pin1 inhibitor: blocks the human prolyl isomerase Pin1. Pin1 FP peptide displacement, HiFluor488, 10 min. Potency, µM (series often up to 115 µM), for inactives: at the highest dose activity, negative = inhibition, most hits filed as inhibitors. 390,000 tested, 0.009% active; active = well fitted inhibition curve with a large enough effect in the polarisation, with a control signal flat, not every such curve was filed as active; inconclusive = small, poorly fitted or top-dose-only effect, or effect the other way, or a change in a side signal; inactive = no such curve, though single readings can be large or run the other way; the % refers to the polarisation; also: % is scaled to controls: 0 for no effect and ±100 for the full control effect
JMJD2A Tudor inh: inhibitors of human JMJD2A Tudor domain; O75164; AlphaScreen JMJD2A-Tudor / H3K4me3 peptide binding; 390,000 tested, 4.4% active; Potency, µM (doses to about 114 µM), for inactives: top-dose activity change, negative = inhibition, hits mostly inhibitors; also: % is scaled to controls: 0 for no effect and ±100 for the full control effect; nearly all actives have a fitted effect of over 50% in size
HP1b binding inh: HP1-beta chromodomain-methylated histone interaction inhibition. P83916. 390,000 tested, 0.56% active. AlphaScreen HP1-beta / biotin-H3K9me3 peptide binding. Potency, µM (highest dose often 114 µM), inactives show at the top dose activity change, negative = inhibition, usual class: inhibitors. AID 540317; also: nearly all actives have a fitted effect of over 70% in size; inactives centre near 23
Target sequence (P83916 whole entry, looked up): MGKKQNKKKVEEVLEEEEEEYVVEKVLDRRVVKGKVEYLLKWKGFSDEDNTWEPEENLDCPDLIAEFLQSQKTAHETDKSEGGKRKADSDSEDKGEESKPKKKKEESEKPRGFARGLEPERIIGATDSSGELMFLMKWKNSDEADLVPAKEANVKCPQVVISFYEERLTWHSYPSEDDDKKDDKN
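AlphaScreen: HP1-beta (50 nM) preformed 30 min with biotin-H3(1-18)K9me3 peptide (50 nM) in PBS pH 7.4, 0.01% Tween-20. Compound added for 30 min at RT, then streptavidin donor/nickel chelate acceptor beads (10 ug/mL) for 30 min.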
ERG-DNA inh: blocks human ERG Ets domain binding to DNA; P11308; fluorescence polarization, His-ERG Ets domain / labelled DNA; Potency, µM (series often up to 76.9 µM), for the others: at the highest dose FP activity, negative = inhibition, hits mostly inhibitors; 370,000 tested, 0.028% active; AID 624246; active = well fitted inhibition curve with a large enough effect in the polarisation, with a control signal flat; inconclusive = small, poorly fitted or top-dose-only effect, or effect the other way, or a change in a side signal; inactive = no such curve, though single readings can be large or run the other way; the % refers to the polarisation;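 also: polarization taken with two DNA probes labelled with fluorescein and Texas red; % of control where 0% means no effect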
Target sequence (P11308 whole entry, looked up, the tested form may be a part): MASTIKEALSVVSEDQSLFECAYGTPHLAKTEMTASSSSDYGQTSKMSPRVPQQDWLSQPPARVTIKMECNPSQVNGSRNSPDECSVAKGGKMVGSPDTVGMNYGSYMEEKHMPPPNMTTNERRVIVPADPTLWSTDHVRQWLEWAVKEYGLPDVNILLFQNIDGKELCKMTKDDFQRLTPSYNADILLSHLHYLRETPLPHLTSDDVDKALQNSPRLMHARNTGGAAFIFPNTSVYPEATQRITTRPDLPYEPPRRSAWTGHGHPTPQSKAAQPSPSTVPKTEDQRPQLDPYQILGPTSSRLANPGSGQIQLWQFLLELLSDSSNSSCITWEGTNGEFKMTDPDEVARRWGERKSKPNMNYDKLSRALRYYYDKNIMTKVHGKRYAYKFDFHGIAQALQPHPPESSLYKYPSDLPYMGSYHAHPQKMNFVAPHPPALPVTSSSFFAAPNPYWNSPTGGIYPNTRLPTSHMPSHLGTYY
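His-tagged ERG Ets domain (1 uM in the protein solution; 300mM KCl, 50mM Tris-HCl, 1mM EDTA, 1mM DTT, pH 7.5) received compound, then a probe mix of 5 nM fluorescein-DNA and 100nM Texas-615-DNA. Fluorescence polarization was read for both dyes.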
TrxR1 inh: blocks rat thioredoxin reductase 1; 390,000 tested, 1% active; recombinant rTrxR1, NADPH fluorescence consumption, selenite substrate; Potency, µM (doses to about 114 µM), inactives show top-dose activity change, negative = inhibition, usual class: inhibitors; also: % is scaled to controls: 0 for no effect and ±100 for the full control effect; nearly all actives have a fitted effect of over 65% in size
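Rat TrxR1 (90 nM in the dispensed reagent) was pre-reduced with 400 uM NADPH for 5 min at room temperature, then incubated with compound for 15 min. After 400 uM selenite was added, NADPH fluorescence (Ex 340/Em 450 nm) was followed for 8 min.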
Tb PGK inh: blocks T. brucei phosphoglycerate kinase; P07378; PGK/GAPDH coupled, Kinase-Glo luminescence, 60 min; Potency, µM (highest dose often 57.5 µM), inactives show top-dose activity change, negative = inhibition, usual class: inhibitors; 380,000 tested, 0.043% active; AID 602233; also: % is scaled to controls: 0 for no effect and ±100 for the full control effect; nearly all actives have a fitted effect of over 60% in size
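Luminescent ATP detection (Kinase-Glo Plus) follows a 60-minute room-temperature incubation, with wells lacking PGK as controls. Buffer: 100 mM TEA (pH 7.6), 5 mM MgCl2, 0.01% Tween-20. Coupling enzyme GAPDH (100 nM final) supplies unstable 1,3-BPG in-well.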
RGS4 inhibitor: human RGS4 inhibition; P49798; Transcreener GDP fluorescence polarization, RGS4-accelerated GTP hydrolysis; Potency, µM (top dose mostly 114 µM), inactives show at the highest dose activity change, negative = inhibition, hits mostly inhibitors; 390,000 tested, 0.039% active; also: % is scaled to controls: 0 for no effect and ±100 for the full control effect; nearly all actives have a fitted effect of over 75% in size; some results filed as inactive show a strong effect at the top dose
Target sequence (P49798 whole entry, looked up): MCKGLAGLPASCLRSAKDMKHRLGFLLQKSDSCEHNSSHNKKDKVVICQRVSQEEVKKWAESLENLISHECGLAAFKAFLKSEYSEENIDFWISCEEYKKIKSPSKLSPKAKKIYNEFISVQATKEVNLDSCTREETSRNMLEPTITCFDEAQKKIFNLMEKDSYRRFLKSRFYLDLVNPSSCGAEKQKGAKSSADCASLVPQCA
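MLSMR compounds (23 nl, pin-transferred) preincubated 10 min at room temperature with a 500nM (2x) first reagent, then RGS4 at 900nM (2x) plus Transcreener GDP mix added; fluorescence polarization (620/688 nm) read before and after 90 min at 30 °C.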
ALOX12 inh: blocks human arachidonate 12S-lipoxygenase | P18054 | purified 12hLO, xylenol orange hydroperoxide absorbance | Potency, µM (highest dose often 108 µM), inactives show at the highest dose activity change, negative = inhibition, usual class: inhibitors | 580,000 tested, 1.1% active; also: % is scaled to controls: 0 for no effect and ±100 for the full control effect
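Hydroperoxide product was detected by ferrous iron/xylenol orange as the 573 to 405 nm absorbance ratio. Arachidonic acid at 40 uM (final) was turned over for 30 min at room temperature by 150 nM human 12hLO, pH 7.0 Hepes buffer, after 15 min compound preincubation.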
GLS inhibitor: inhibitors of human glutaminase (GLS); O94925; GLS enzymatic activity, qHTS titration; Potency, µM (highest dose often 45.5 µM), for the others: top-dose activity change, negative = inhibition, usual class: inhibitors; 410,000 tested, 0.21% active; also: % is scaled to controls: 0 for no effect and ±100 for the full control effect
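hKGA; 45 mM KH2PO4 pH 8.2 + 0.02% Tween-20; cpd via pin tool; 1 mM Gln soln; GluOx/HRP/Amplex Red; RT 30 min; fluor. t0 & final.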
An asterisk follows results filed as active; i = inactive; ? = inconclusive; · = no result given; & = joins results of further samples; [ ] = another dose, or the depositor's remark. Unless noted, calls follow the shape of the dose curve; as a rule, active = well fitted curve in the direction sought with a large enough effect; inconclusive = small, poorly fitted or top-dose-only effect, or another doubt; inactive = no such curve, though single readings can be large; an effect the other way counts as inactive or inconclusive. Potency is read from the fitted curve at half-maximal effect. An excerpt. The share of hits here may be higher or lower than overall.

Values in the order – GLS inhibitor, JMJD2A Tudor inh, Tb PGK inh, ERG-DNA inh, HP1b binding inh, TrxR1 inh, Pin1 inhibitor, ALOX12 inh, RGS4 inhibitor
CCOC(=O)CCCCCC(=O)Nc1ccc2c(c1)CC(=O)N([C@@H](C)CO)C[C@H](C)[C@@H](CN(C)Cc1ccccc1)O2
    9%, -22%, -2%, -11%, 35%, 7%[57.1 µM], -8%, 2%, -10%
COc1cc(N)c(Cl)cc1C(=O)OCC(=O)Nc1ccc(N2CCOCC2)cc1
    -10%, -12%, i, 1%, 28%, 14%, 2%, -4%, 10%
Cc1cccc(NC(=S)Nc2cccc(C(F)(F)F)c2)n1
    2%, -8%, -3%, -4%, 53%[activator], ?, 7%, ?, -38%
C[C@H](CO)N1C[C@H](C)[C@@H](CN(C)S(=O)(=O)c2cccs2)Oc2ccc(NS(=O)(=O)c3ccccc3)cc2CC1=O
    4%, -33%, 0%, -3%, 18%, 11%, -3%, ?, -19%
CN1CCc2c(C#N)c(N3CCOCC3)nc(NCC3CCCO3)c2C1 (configuration not stated)
    5%, -25%, -8%, 0%, 19%, 10%, -7%, 28%, -4%
Cc1ccc(S(=O)(=O)NCC(c2cccnc2)N2CCOCC2)cc1 (configuration not stated)
    -6%, 3%, -6%, -12%, ?, 24%, 3%, -4%, 11%
Cc1nc(-c2ccccc2)sc1C1(C)CC(c2c(Cl)cccc2Cl)=NO1 (configuration not stated)
    -6%, 21%, -1%, 7%, 71%[activator], 8%, 11%, -1%, -32%
CCC(=O)N1CCc2cc(S(=O)(=O)CCC(=O)N3CCN(c4ccccc4)CC3)ccc21
    11%, 3%, -2%, -5%, 51%[activator], -2%, 7%, 10%, -16%[11.4 µM]
O=C(Nc1ccc(Cl)cc1)C1C2C=CC3(O2)C1C(=O)N(CCCN1CCCCC1)C3C(=O)NC1CCCCC1 (configuration not stated)
    5%, -5%, 7%, -2%, 11%, 11%, -6%, -2%, 18%
NC(=O)CSc1nnc(NC(=O)c2ccc3ccccc3c2)s1
    5%, -20%, -6%, 11%, 15%, -5%, 0%, 1%, 9%

Gathered by group: the entries above containing four or more nitrogen atoms.
Values in the order – GLS inhibitor, JMJD2A Tudor inh, Tb PGK inh, ERG-DNA inh, HP1b binding inh, TrxR1 inh, Pin1 inhibitor, ALOX12 inh, RGS4 inhibitor
CN1CCc2c(C#N)c(N3CCOCC3)nc(NCC3CCCO3)c2C1 (configuration not stated)
    5%, -25%, -8%, 0%, 19%, 10%, -7%, 28%, -4%
O=C(Nc1ccc(Cl)cc1)C1C2C=CC3(O2)C1C(=O)N(CCCN1CCCCC1)C3C(=O)NC1CCCCC1 (configuration not stated)
    5%, -5%, 7%, -2%, 11%, 11%, -6%, -2%, 18%
NC(=O)CSc1nnc(NC(=O)c2ccc3ccccc3c2)s1
    5%, -20%, -6%, 11%, 15%, -5%, 0%, 1%, 9%

Next section
Values in the order – GLS inhibitor, JMJD2A Tudor inh, Tb PGK inh, ERG-DNA inh, HP1b binding inh, TrxR1 inh, Pin1 inhibitor, ALOX12 inh, RGS4 inhibitor
Cc1ccc(NC(=S)NCCO)c(C)c1
    7%, 7%, -9%, -6%, 20%, 6%[57.1 µM], -1%, -17%, -23%
N#Cc1ccccc1Cn1c(=O)n(CCC(=O)NCc2ccco2)c(=O)c2ccccc21
    4%, -14%, 2%, 1%, 16%, -3%, 15%, ?, 5%
CCc1cccc(NC(=O)CCCN2C(=O)NC(C)(C)C2=O)c1
    -3%, -9%, -13%, -1%, 26%, -2%, -2%, 30%, -2%
[O-][n+]1ccc(OCc2ccccc2)cc1
    6%, -5%, 2%, 13%, 8%, 9%[57.1 µM], 4%, 12%, 2%
CC1=C(C(=O)OC2CCCCC2)C(c2ccco2)C2=C(CC(C)(C)CC2=O)N1 (configuration not stated)
    1%, -9%, -4%, 6%, 36%, 2%[57.1 µM], ?, -9%, -14%
COc1ccc(COC(=O)C2=C(C)NC(=O)NC2c2ccccc2F)cc1 (configuration not stated)
    2%, 7%, -3%, 9%, 30%, 11%, 5%, ?, -10%
CCc1cccc(NC(=O)C(c2ccccc2)N2Cc3ccccc3C2=O)c1 (configuration not stated)
    -3%, -24%, i, -1%, -7%, 8%, 2%, -1%&-29%, -12%
O=C1NC2(CCCCCCC2)C(=O)N1Cc1ccc(F)cc1
    4%, -7%, -13%, -4%, 12%, 11%, 2%, -3%, 24%
CCc1cc(Cn2nc(-c3ccccc3)cc2C(=O)NCC2CC2)on1
    -7%, -6%, -8%, -11%, 51%[activator], 15%, 0%, ?, -6%
CSc1nnc(-c2sc3cc(Cl)ccc3c2Cl)n1C
    32%[activator], -11%, 3%, -1%, 11%, 0%, 1%, -6%, 15%

Brought forward from above: six compounds, followed by the next part.
Values in the order – GLS inhibitor, JMJD2A Tudor inh, Tb PGK inh, ERG-DNA inh, HP1b binding inh, TrxR1 inh, Pin1 inhibitor, ALOX12 inh, RGS4 inhibitor
CC1=C(C(=O)OC2CCCCC2)C(c2ccco2)C2=C(CC(C)(C)CC2=O)N1 (configuration not stated)
    1%, -9%, -4%, 6%, 36%, 2%[57.1 µM], ?, -9%, -14%
COc1ccc(COC(=O)C2=C(C)NC(=O)NC2c2ccccc2F)cc1 (configuration not stated)
    2%, 7%, -3%, 9%, 30%, 11%, 5%, ?, -10%
CCc1cccc(NC(=O)C(c2ccccc2)N2Cc3ccccc3C2=O)c1 (configuration not stated)
    -3%, -24%, i, -1%, -7%, 8%, 2%, -1%&-29%, -12%
O=C1NC2(CCCCCCC2)C(=O)N1Cc1ccc(F)cc1
    4%, -7%, -13%, -4%, 12%, 11%, 2%, -3%, 24%
CCc1cc(Cn2nc(-c3ccccc3)cc2C(=O)NCC2CC2)on1
    -7%, -6%, -8%, -11%, 51%[activator], 15%, 0%, ?, -6%
CSc1nnc(-c2sc3cc(Cl)ccc3c2Cl)n1C
    32%[activator], -11%, 3%, -1%, 11%, 0%, 1%, -6%, 15%
C=CCSc1nc2ccsc2c(=O)n1-c1ccccc1
    0%, -12%, i, -4%, -15%, 15%[11.4 µM], -3%, 4%, ?
CC(C)CC(c1nnnn1CC1CCCO1)N1CCN(c2cccc(Cl)c2)CC1 (configuration not stated)
    -11%, 11%, -7%, -21%, 55%[activator], -1%, 0%, 0%, -11%
COc1ccc(NC(=O)CN2C(=O)NC3(CCCC3)C2=O)cc1OC
    3%, -19%, -5%, -6%, -4%, 34%, ?, 1%, -21%
COc1ccc(C(=O)CN(C(=O)c2ccc(Cl)cc2)N2C(=O)C3CCCCC3C2=O)cc1 (configuration not stated)
    0%, 0%, 0%, -7%, 23%, -20%, -5%, 0%, -11%
Cc1ccc(C(=O)CSc2nc3ccc(C(=O)NCCN4CCCCC4)cc3c(=O)[nH]2)cc1
    3%, -35%, 2%, 1%, 11%, -2%, 2%, ?, -23%
CC(=O)N1CCN(c2ccccc2NC(=O)c2ccc(-c3cccc([N+](=O)[O-])c3)o2)CC1
    6%, -20%, -6%, 1%, 25%, -7%, 0%, 20%, -13%
Cc1ccc(-c2nc3c(cnn3-c3ccccc3)c(=O)n2-c2ccc(Cl)cc2)cc1
    -1%, -16%, -2%, -6%, 16%, 19%, 21%, -24%, 2%
O=C(Nc1ccc(Cl)cc1)C1(S(=O)(=O)c2ccccc2)CC1
    1%, -1%, 6%, -15%, 36%[activator], 3%, 3%, 9%, 9%
O=C(COc1ccc2c3c(c(=O)oc2c1)CCC3)NCc1ccccn1
    4%, -17%, -2%, 7%, 36%, 16%, -2%, 13%, 13%
COCc1nnc(NS(=O)(=O)c2ccc(NC(C)=O)cc2)s1
    -3%, 10%, 4%, -10%, 29%, 7%[57.1 µM], 3%, 24%, 13%
c1ccc(Cn2nnc3cnccc32)cc1
    7%, -27%, i, ·, 26%, 9%, 0%, -7%, 9%
NC(=O)c1cc(S(=O)(=O)NCC2CCC(C(=O)Nc3ccc(Cl)cc3)CC2)cs1 (configuration not stated)
    -12%, -13%, -8%, 4%, -6%, 18%[57.1 µM], -2%, -33%, 4%
C=C(C)c1cccc(C(C)(C)NC(=O)Nn2cnnc2)c1
    2%, -16%, -9%, ·, 44%[activator], 23%, 0%, 2%, 21%
COc1cc(C2C(C#N)=C(N)Oc3cc(C)n(CCc4ccccc4)c(=O)c32)cc2c1OCO2 (configuration not stated)
    13%, -6%, 0%, -1%, 7%, 18%, 5%, ?, 31%
Cc1ccccc1C(=O)Nc1ccnn1C1CCN(Cc2cccnc2)CC1
    -6%, 3%, -6%, -9%, 25%, -11%, -8%, 0%, -13%
O=C(c1ccc(Br)o1)N1CCN(C23CC4CC(CC(C4)C2)C3)CC1
    13%, -20%, -7%, 17%, -3%, -17%, -11%, -24%, -16%

Screens (PubChem)
